# HTT aggregate = inhibitors of mutant huntingtin aggregate formation in PC12 cells; PC12 HttQ103-GFP aggregates, Acumen cytometry, 40 h; Potency, µM (series often up to 46.1 µM), for the others: at the top dose activity change, negative = inhibition, hits mostly inhibitors; 1.1% of 220,000 active; AID 1688; further: on the % scale 0 is the no-effect control and ±100 the full control effect; nearly all actives have a fitted effect of over 60% in size
#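 Compounds (qHTS titration) were added to PC12 cells expressing an ecdysone-driven HTT exon 1 Q103–GFP fusion after induction with 100 nM tebufenozide. Aggregate formation was measured as GFP objects in cell lysates.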
# aGlu spleen mod = lysosomal alpha-glucosidase (human) modulation | Potency, µM (highest dose often 79.9 µM), without a hit: top-dose activity change, negative = inhibition, actives largely listed as inhibitors | human spleen homogenate, 4-MU-alpha-glucoside fluorescence | P10253 | 0.006% of 240,000 active;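 further: 0% = enzyme with vehicle and -100% = no enzyme basal signal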
#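 Human spleen homogenate (1 ug) with 4-methylumbelliferyl-alpha-D-glucopyranoside (1 mM final) in 50 mM citrate/phosphate pH 5.0, 0.01% Tween-20; 40 min at 37 C. Stopped at pH 10; 4-MU fluorescence Ex 365/Em 440 nm; AC50 by Hill fit.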
# GAA inhib = inhibitors of human lysosomal alpha-glucosidase. P10253. purified human GAA, 4-MU-alpha-glucoside fluorescence. Potency, µM (top dose mostly 76.9 µM), for inactives: at the highest dose activity change, negative = inhibition, hits mostly inhibitors. 0.005% of 200,000 active;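 further: plate controls were uninhibited enzyme wells for no effect and no-enzyme background for full effect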
#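 Endpoint fluorogenic read: 20 min room-temperature reaction of 4 nM human alpha-glucosidase with 400 uM 4-methylumbelliferyl-alpha-D-pyranoside, pH 5.0, quenched with 1M NaOH/1M glycine pH 10. AC50 from Hill modeling.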
# GoLoco inh red = RGS12 GoLoco-Gai1 interaction inhibition; Gai1:RGS12 GoLoco peptide FP, rhodamine, 10 min; Potency, µM (top dose mostly 61.6 µM), without a hit: top-dose activity, negative = inhibition, hits mostly inhibitors; P63096; 0.44% of 230,000 active; active means well fitted inhibition curve with a large enough effect, not every such curve was filed as active; inactive means no such curve, though single readings can be large or run the other way; further: on the % scale 0 is the no-effect control and ±100 the full control effect; nearly all actives have a fitted effect of over 30% in size; many of its hits are not listed in these tables
# Target sequence (P63096 whole entry, looked up): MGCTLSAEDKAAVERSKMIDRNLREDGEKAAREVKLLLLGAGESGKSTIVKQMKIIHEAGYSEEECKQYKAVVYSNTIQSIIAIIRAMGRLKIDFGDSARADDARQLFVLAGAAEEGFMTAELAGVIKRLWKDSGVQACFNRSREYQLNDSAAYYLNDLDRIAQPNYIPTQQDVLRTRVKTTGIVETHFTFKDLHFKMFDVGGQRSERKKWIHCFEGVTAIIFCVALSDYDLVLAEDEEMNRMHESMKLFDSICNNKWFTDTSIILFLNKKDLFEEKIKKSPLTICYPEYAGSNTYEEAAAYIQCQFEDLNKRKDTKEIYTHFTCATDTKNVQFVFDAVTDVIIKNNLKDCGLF
# GAA glycogen = inhibitors or activators of human alpha-glucosidase glycogen cleavage | P10253 | AID 2100 | recombinant GAA, glycogen substrate, Amplex Red glucose oxidase fluorescence | Potency, µM (highest dose often 76.4 µM), for the others: top-dose activity change, negative = inhibition, most hits filed as inhibitors | 0.38% of 300,000 active;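 further: 0% = full enzyme reaction and -100% = no-enzyme basal signal; the screen sought inhibitors and activators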
#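 Recombinant human enzyme (4 nM); glycogen substrate; 37 C, 40 min, pH 5.0. Readout: coupled glucose oxidase/Amplex Red fluorescence.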
# IMPase Li cell = IMPase inhibition in cells with lithium potentiation | Potency, µM (top dose mostly 59.4 µM), for inactives: at the top dose activity, negative = IMPase inhibition, usual class: inhibitors | 0.35% of 210,000 active | CHO-M1 cells, IP1 TR-FRET (IP-One), carbachol + lithium;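 further: IP1 builds up when IMPase is blocked and the TR-FRET signal falls; plate controls were basal vehicle for no effect and high inhibitor control for full effect; nearly all actives have a fitted effect of over 50% in size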
#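 Concentration–response in CHO-M1 cells, lithium-potentiated; 30 min at 37C. IP1 detected by competitive TR-FRET after 10 min lysis at RT. Hill-fitted AC50.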
# HTT ATP protect = Huntington cell model cytoprotection by ATP luminescence. PC12 HTT-Q103 induced, cytoprotection, ATP luminescence, 40 h. Potency, µM (top dose mostly 56.4 µM), for the others: cytoprotection (ATP increase), actives largely listed as activators. AID 1471. 0.14% of 230,000 active;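 further: % of control where 0% means no effect; nearly all actives have a fitted effect of over 45% in size; toxic huntingtin expression switched on by the ecdysone agonist tebufenozide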
#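 Compounds were screened for protection of PC12 cells against cell death after tebufenozide induction (100 nM final) of mutant Huntingtin exon 1 (Q103) fused to GFP.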
# * marks the source's active call; other numbers are inactive results; u = inconclusive; x = no result given; [ ] = remark or other dose. Unless noted, the call rests on the fitted dose curve; in most records, active means well fitted curve in the direction sought with a large enough effect; inconclusive means small, poorly fitted or top-dose-only effect, or another doubt; inactive means no such curve, though single readings can be large; an effect the other way counts as inactive or inconclusive. Potency means the concentration at half of the fitted maximal effect. The list is partial; the hit share may differ from the screen's.
# Sample of the layout (3 entries):
# Short forms: A = HTT aggregate; B = aGlu spleen mod; C = GAA inhib; D = GoLoco inh red; E = GAA glycogen; F = IMPase Li cell; G = HTT ATP protect
CCOCCn1c(=NC(=O)/C=C/c2ccccc2Cl)sc2cc(NC(C)=O)ccc21
  A: -1%	B: -1%	C: -4%	D: -49%	E: 1%	F: 7%	G: -5%[10 µM]

O=C(O)C1CC(=O)N(c2ccc3c(c2)OCCO3)C1 (configuration not stated)
  A: 11%	B: 1%	C: -6%	D: -5%	E: -4%	F: 11%[38.3 µM]	G: -5%

CC(=O)Oc1ccc(-c2csc(Nc3ccc(S(N)(=O)=O)cc3)n2)cc1
  A: 5%[9.22 µM]	B: 4%	C: 13%	D: 16%	E: -8%	F: 8%	G: -11%[10 µM]

# All compounds of this part (from the top)
# Short forms: A = HTT aggregate; B = aGlu spleen mod; C = GAA inhib; D = GoLoco inh red; E = GAA glycogen; F = IMPase Li cell; G = HTT ATP protect
CCOCCn1c(=NC(=O)/C=C/c2ccccc2Cl)sc2cc(NC(C)=O)ccc21
  A: -1%	B: -1%	C: -4%	D: -49%	E: 1%	F: 7%	G: -5%[10 µM]

O=C(O)C1CC(=O)N(c2ccc3c(c2)OCCO3)C1 (configuration not stated)
  A: 11%	B: 1%	C: -6%	D: -5%	E: -4%	F: 11%[38.3 µM]	G: -5%

CC(=O)Oc1ccc(-c2csc(Nc3ccc(S(N)(=O)=O)cc3)n2)cc1
  A: 5%[9.22 µM]	B: 4%	C: 13%	D: 16%	E: -8%	F: 8%	G: -11%[10 µM]

COc1ccc(CCn2cc(C#N)c(=O)[nH]c2=O)cc1OC
  A: 11%	B: -14%	C: 6%	D: 8%	E: 18%	F: 3%	G: -16%

CC1C(=O)OC2C(O)C34C5CC(C(C)(C)C)C36C(OC(=O)C6O)OC4(C(=O)O5)C12O (configuration not stated)
  A: x	B: -3%	C: x	D: 1%	E: x	F: 4%	G: -31%[inhibitor][1.9 µM]

CC1CCc2c(nc3ncnn3c2N2CC(C)OC(C)C2)C1 (configuration not stated)
  A: -1%	B: 1%	C: u	D: 13%	E: -7%	F: -1%[38.3 µM]	G: -14%[10 µM]

COCCNS(=O)(=O)c1cc(OC)c(C)cc1C
  A: 16%[9.22 µM]	B: 3%	C: 10%	D: 9%	E: -2%	F: -3%	G: 8%[10 µM]

O=C(O)CN1C(=O)C2C3C=CC(C3)C2C1=O (configuration not stated)
  A: -6%	B: 2%	C: 3%	D: -14%	E: 2%	F: 12%[38.3 µM]	G: -6%

Cc1ccc(/C(O)=C2/C(=O)C(=O)N(Cc3ccco3)C2c2cccs2)cc1 (configuration not stated)
  A: -3%	B: -1%	C: -8%	D: -9%	E: 8%	F: -21%[38.3 µM]	G: -40%[inhibitor]

CCOC(=O)C(OC(=O)c1sc(=S)n(C)c1C)C(C)=O (configuration not stated)
  A: 18%	B: -2%	C: 8%	D: 2%	E: u	F: 4%	G: 16%[10 µM]

CC(C)(C)n1nc2c(c1NC(=O)c1cc3ccccc3o1)CS(=O)(=O)C2
  A: 17%	B: 1%	C: 0%	D: -9%	E: 9%	F: 10%	G: -9%

COc1cccc(-c2noc(C3CCCN(C(=O)CC(C)(C)C)C3)n2)c1 (configuration not stated)
  A: 14%[9.22 µM]	B: 2%	C: -15%	D: 12%	E: 8%	F: 20%	G: u

CCN(CC)S(=O)(=O)c1ccc(OC)c(NC(=O)Cc2cccs2)c1
  A: 0%[9.22 µM]	B: 5%	C: u	D: 23%	E: -5%	F: 5%	G: 9%[10 µM]

COC(=O)Cc1cc(=O)n(-c2ccccc2)[nH]1
  A: -1%	B: -6%	C: -33%	D: 9%	E: -24%	F: 33%[38.3 µM]	G: -5%

COCC1CCCN(Cc2cn(-c3ccccc3F)nc2-c2cc(C)sc2C)C1 (configuration not stated)
  A: 2%[9.22 µM]	B: -2%	C: u	D: 22%	E: 8%	F: 18%	G: -12%[10 µM]

O=C(Cc1ccccc1[N+](=O)[O-])Nc1ccc2c(c1)OCCO2
  A: -11%	B: -1%	C: 2%	D: -3%	E: 10%	F: 4%	G: -21%[10 µM]

CCC1CCCCN1C(=O)c1sc2ncnc(N(CC)CC)c2c1C (configuration not stated)
  A: -24%	B: 8%	C: 5%	D: -10%	E: 1%	F: 3%	G: -18%

COc1ccccc1CN1CCN(Cc2nc(-c3cccs3)no2)CC1
  A: 2%[9.22 µM]	B: 2%	C: -15%	D: 4%	E: 9%	F: 13%	G: 3%[10 µM]

Cc1oc(-c2nc3ccccc3n2C)cc1C(=O)c1ccccc1
  A: -8%	B: 3%	C: -1%	D: 1%	E: -12%	F: -5%	G: -42%[10 µM]

COc1cccc(/C=N/n2c(=S)n(C)c3ccccc32)c1OC
  A: 22%	B: 1%	C: -1%	D: 4%	E: -6%	F: 24%[38.3 µM]	G: -12%

CC(O)[C@H]1CNC(=O)C(=O)N1CCC12CC3CC(CC(C3)C1)C2 (some centres not stated)
  A: -25%[9.22 µM]	B: -3%	C: x	D: 6%	E: 0%	F: x	G: 4%[10 µM]

Cc1cc(C(=O)NCCc2ccc(S(=O)(=O)NC(=O)NN3CCCCCC3)cc2)no1
  A: -15%	B: -1%	C: x	D: -38%	E: x	F: 0%	G: u

CC/C(=N\NC(=O)CSCc1ccccc1Cl)c1ccc2c(c1)OCCO2
  A: -26%	B: -4%	C: 2%	D: -5%	E: 5%	F: 3%	G: -3%[10 µM]

S=C(NCCc1ccccc1)N1CCN(C23CC4CC(CC(C4)C2)C3)CC1
  A: -32%	B: x	C: u	D: 2%	E: 9%	F: -19%	G: -36%

CCc1nc(N2CCN(Cc3ccc4c(c3)OCO4)CC2)c2oc3ccccc3c2n1
  A: -10%	B: -5%	C: -12%	D: -2%	E: -9%	F: 35%[activator][38.3 µM]	G: -71%[inhibitor]

Cc1cc(C)n(C(N)=NC(=O)c2ccc([N+](=O)[O-])cc2)n1
  A: 10%[9.22 µM]	B: -2%	C: 4%	D: -7%	E: -1%	F: x	G: 6%[10 µM]

O=C(O)C1CSC2(c3ccc(F)cc3)CCC(=O)N12 (configuration not stated)
  A: -9%	B: -9%	C: -3%	D: -1%	E: -3%	F: -2%	G: x

Cc1nn(-c2ccccc2)c(N)c1C1(O)C(=O)Nc2ccccc21 (configuration not stated)
  A: -4%[9.22 µM]	B: 5%	C: -4%	D: -2%	E: 4%	F: x	G: 23%[10 µM]

Nc1c(C(=O)O)cnc2c(-c3ccc(Cl)cc3)cnn12
  A: -12%	B: x	C: -2%	D: 7%	E: 3%	F: 23%	G: -93%[inhibitor]

COC(=O)[C@@H]1C[C@@]2(O)[C@@H](O)[C@@H](O)[C@@H](O)C[C@H]2N1Cc1ccc(C(C)(C)C)cc1
  A: x	B: 17%	C: x	D: -2%	E: x	F: -5%	G: -121%[inhibitor]

Cc1ccnc(N2CCN(C(=O)CSc3nc4ccccc4nc3N3CCCCC3)CC2)c1
  A: u	B: -8%	C: -2%	D: 7%	E: -2%	F: 23%[38.3 µM]	G: -5%[0.074 µM]

Fc1ccc(-c2nnc(CN3CCC(c4nc5ccccc5s4)CC3)o2)cc1
  A: 11µM*	B: 2%	C: -8%	D: 2%	E: 1%	F: 44%[activator][38.3 µM]	G: -20%

O=C(CNC(=O)C(c1ccccc1)c1ccccc1)N/N=C\c1cccc(O)c1
  A: -5%[9.22 µM]	B: -2%	C: x	D: -4%	E: 8%	F: x	G: 11%[10 µM]

Cn1nnnc1SCC(=O)NC(=O)NCc1ccccc1
  A: 1%	B: 4%	C: 7%	D: 14%	E: 6%	F: 1%[38.3 µM]	G: 11%[10 µM]

CC(C)C(=O)Nc1cccc(-c2csc(-c3ccccc3)n2)c1
  A: u	B: -4%	C: -5%	D: 4%	E: -5%	F: 6%	G: -3%[10 µM]

Cc1cccc(N=c2c([N+](=O)[O-])nn(-c3ccc(Cl)cc3)n2O)c1
  A: u	B: -3%	C: -4%	D: 1%	E: 1%	F: 11%	G: -61%[inhibitor]

CC1CCCC(C)N1CC(O)COc1c(F)cc(Br)cc1F (configuration not stated)
  A: u	B: -1%	C: 0%	D: -3%	E: 9%	F: 30%	G: -35%[inhibitor]

C=CCn1c(C)cc(C(=O)COc2ccc(C)nc2[N+](=O)[O-])c1C
  A: 31%	B: -5%	C: -4%	D: 1%	E: 9%	F: 0%	G: x

Cn1c(SCC(=O)NCC2CCCO2)nnc1-c1c[nH]c2ccccc12 (configuration not stated)
  A: 6%	B: -11%	C: 2%	D: -1%	E: -4%	F: 4%[38.3 µM]	G: -5%[10 µM]

CC(=O)Nc1ccc(S(=O)(=O)NCCc2ccccc2)cc1
  A: -24%	B: 0%	C: 1%	D: 0%	E: 2%	F: 26%[38.3 µM]	G: -10%

COc1ccc(N2C(=O)CC(NC3CCCCNC3=O)C2=O)cc1 (configuration not stated)
  A: 0%	B: 4%	C: -3%	D: -4%	E: 6%	F: 0%	G: 3%[1.9 µM]

CCc1ccccc1NC(=O)C1c2ccccc2Oc2ccccc21
  A: u	B: 0%	C: -1%	D: 3%	E: 7%	F: 3%	G: 5%[10 µM]

COc1ccc(CCNc2nc3ccccc3n3cnnc23)cc1OC
  A: -6%[9.22 µM]	B: 2%	C: x	D: -1%	E: -1%	F: x	G: -8%[10 µM]

N#C/C(=C\c1ccc([N+](=O)[O-])cc1)C(=O)NCCCn1ccnc1
  A: -10%[9.22 µM]	B: -2%	C: x	D: -10%	E: -9%	F: x	G: 15%[10 µM]

CC(=C/C(=O)O)/C=C/c1ccco1
  A: u	B: -7%	C: 0%	D: -10%	E: 1%	F: 2%	G: x

COC(=O)c1c(-c2cc(C)ccc2C)csc1NC(=O)C1CC=CCC1C(=O)O (configuration not stated)
  A: -4%[9.22 µM]	B: -9%	C: -9%	D: 4%	E: 15%	F: -3%	G: -14%

COC(=O)CCC(=O)NNC(=O)Cc1ccccc1
  A: 0%[9.22 µM]	B: 8%	C: 15%	D: -1%	E: -4%	F: -3%	G: -15%[10 µM]

COc1ccc(CN2CCN(C(=O)c3cccnc3)CC2)cc1Br
  A: -7%	B: -3%	C: 4%	D: -11%	E: -7%	F: -13%[38.3 µM]	G: -25%[10 µM]

Cc1ccc(S(=O)(=O)C(C#N)c2nc3ccccc3nc2OCCO)cc1 (configuration not stated)
  A: -32%	B: -3%	C: 3%	D: 16%	E: 5%	F: -1%	G: -28%

CCN(CC)CCOC(=O)c1ccc(NC(=O)c2ccc(Cl)c(S(=O)(=O)N3CCCCCC3)c2)cc1
  A: 1%	B: 1%	C: u	D: 4%	E: 3%	F: 28%	G: -4%[10 µM]

Oc1ccc(/C=N/Nc2cccc3cccnc23)c(O)c1
  A: u	B: -10%	C: -2%	D: 5%	E: 25µM*	F: 35%[activator]	G: -6%[10 µM]

CCC(C)(C)n1nnnc1CN1CCN(C(c2ccccc2)c2ccccc2)CC1
  A: 14µM*	B: -1%	C: -8%	D: -10%	E: -4%	F: 13%	G: 11%[10 µM]
